# Neddylation inh: inhibitors of cullin neddylation, primary screen, biochemical, TR-FRET, uHTS, NAE and Ubc12. NEDD8-conjugating enzyme Ubc12 (Homo sapiens) + NEDD8-activating enzyme E1 regulatory …. calls only at 25 µM. actives 0.58% (n = 360,000). AID 651699, 2012; in the data active = inhibition above about 36%
# bovine MsrA act: bovine MsrA enzyme activators, primary screen, biochemical, absorbance, HTS; activation, % at 10.6 µM; Methionine sulfoxide reductase A (Bos taurus); purified bovine MsrA, absorbance read-out; actives 0.3% (n = 360,000); AID 602163, 2012; in the data active = activation above about 7.5%;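 also: 0% = vehicle and 100% = reference activator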
# CendR NRP1 mod: modulators of CendR peptide binding to NRP-1, primary screen, biochemical, fluorescence polarization, uHTS. Neuropilin-1 (Homo sapiens), O14786. FAM-RPARPAR peptide binding to NRP-1. inhibition, % at 25 µM. actives 0.85% (n = 360,000). AID 602438, 2012;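 active = inhibition or corrected inhibition above about 18%, plus a signal ratio from 0.5 to 1.5, limit read from the data, passing the limit was not always enough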; also: strong numbers were not always called active
# MLLE-PAM2 inh: inhibitors of PABP1 MLLE–PAM2 peptide binding, primary screen, biochemical, fluorescence polarization, FITC-PAM2, GST-MLLE | inhibition, % at 20 µM | actives 0.36% (n = 360,000) | AID 588489, 2011; in the data active = inhibition above about 35%, passing the limit was not always enough;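 also: plate controls were DMSO wells with GST-MLLE for no effect and wells lacking GST-MLLE protein for full effect; some results filed as inactive read as strong as hits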
# E coli Lon inh: inhibitors of E. coli Lon protease, primary screen, biochemical, fluorescence polarization; purified E. coli Lon protease; inhibition, % at 7.94 µM; actives 0.42% (n = 360,000); AID 602123, 2011; in the data active = inhibition above about 13%, passing the limit was not always enough;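 also: 0% = enzyme with probe and DMSO and 100% = no enzyme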
# SKN-1 block: suppressors of acrylamide-induced Pgst-4::GFP reporter in worms, primary screen, SKN-1 inhibitor project, whole organism, uHTS, GFP/RFP fluorescence ratio, strain VP596; actives 0.49% (n = 360,000); inhibition, % at 21.8 µM; C. elegans VP596 Pgst-4::GFP/RFP ratio, 24 h;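 active = interference check ratio from 0.5 to 1.5 plus GFP to RFP signal ratio inhibition reaching or exceeding a fixed threshold, cut at about 30% in these data, passing the limit was not always enough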; also: some compounds called inactive have numbers as strong as hits
# Rin1 Abl inh: inhibitors of Rin1-Abl protein binding, primary screen, biochemical, TR-FRET; inhibition, % at 7.35 µM; actives 0.4% (n = 360,000); AID 588664, 2011; in the data active = inhibition above about 5%, passing the limit was not always enough
# MT1-MMP act inh: blockers of MT1-MMP proenzyme processing, primary screen, HT1080 RFP-PRO-GFP cells, GFP/RFP fluorescence | GFP/RFP ratio change, % at 20 µM | GFP/RFP ratio fluorescence, overnight; percent of plate control window, DMSO zero | AID 651647, 2012 | actives 0.061% (n = 360,000) | Matrix metalloproteinase-14 (Homo sapiens), P50281;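 active = GFP/RFP ratio change of at least 30% with cell ATP level not reduced by more than half and red fluorescence within 50% of control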; also: strong numbers were not always called active
#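 Assay system – RFP-PRO-GFP reporter HT1080 cells · Compound dosing – single dose of 20 µM compound, 1% DMSO final · Incubation – overnight compound exposure at 37 °C · Measure – GFP/RFP fluorescence ratio · Benchmarks – DMSO wells and RFP-L50D-GFP cells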
# FAS-TE inh: FAS thioesterase domain inhibitors, primary screen, biochemical, fluorescence intensity, uHTS; Fatty acid synthase (Homo sapiens), P49327; recombinant FAS-TE, OMFH fluorogenic substrate, fluorescence endpoint; inhibition, % at 15 µM; actives 0.67% (n = 360,000);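 active = compounds whose normalised, plate-corrected inhibition of enzyme fluorescence in the single-dose primary screen is 50% or more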;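 also: 0% = DMSO with enzyme and 100% = substrate without enzyme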
# Target sequence (P49327 whole entry, looked up, the tested form may be a part): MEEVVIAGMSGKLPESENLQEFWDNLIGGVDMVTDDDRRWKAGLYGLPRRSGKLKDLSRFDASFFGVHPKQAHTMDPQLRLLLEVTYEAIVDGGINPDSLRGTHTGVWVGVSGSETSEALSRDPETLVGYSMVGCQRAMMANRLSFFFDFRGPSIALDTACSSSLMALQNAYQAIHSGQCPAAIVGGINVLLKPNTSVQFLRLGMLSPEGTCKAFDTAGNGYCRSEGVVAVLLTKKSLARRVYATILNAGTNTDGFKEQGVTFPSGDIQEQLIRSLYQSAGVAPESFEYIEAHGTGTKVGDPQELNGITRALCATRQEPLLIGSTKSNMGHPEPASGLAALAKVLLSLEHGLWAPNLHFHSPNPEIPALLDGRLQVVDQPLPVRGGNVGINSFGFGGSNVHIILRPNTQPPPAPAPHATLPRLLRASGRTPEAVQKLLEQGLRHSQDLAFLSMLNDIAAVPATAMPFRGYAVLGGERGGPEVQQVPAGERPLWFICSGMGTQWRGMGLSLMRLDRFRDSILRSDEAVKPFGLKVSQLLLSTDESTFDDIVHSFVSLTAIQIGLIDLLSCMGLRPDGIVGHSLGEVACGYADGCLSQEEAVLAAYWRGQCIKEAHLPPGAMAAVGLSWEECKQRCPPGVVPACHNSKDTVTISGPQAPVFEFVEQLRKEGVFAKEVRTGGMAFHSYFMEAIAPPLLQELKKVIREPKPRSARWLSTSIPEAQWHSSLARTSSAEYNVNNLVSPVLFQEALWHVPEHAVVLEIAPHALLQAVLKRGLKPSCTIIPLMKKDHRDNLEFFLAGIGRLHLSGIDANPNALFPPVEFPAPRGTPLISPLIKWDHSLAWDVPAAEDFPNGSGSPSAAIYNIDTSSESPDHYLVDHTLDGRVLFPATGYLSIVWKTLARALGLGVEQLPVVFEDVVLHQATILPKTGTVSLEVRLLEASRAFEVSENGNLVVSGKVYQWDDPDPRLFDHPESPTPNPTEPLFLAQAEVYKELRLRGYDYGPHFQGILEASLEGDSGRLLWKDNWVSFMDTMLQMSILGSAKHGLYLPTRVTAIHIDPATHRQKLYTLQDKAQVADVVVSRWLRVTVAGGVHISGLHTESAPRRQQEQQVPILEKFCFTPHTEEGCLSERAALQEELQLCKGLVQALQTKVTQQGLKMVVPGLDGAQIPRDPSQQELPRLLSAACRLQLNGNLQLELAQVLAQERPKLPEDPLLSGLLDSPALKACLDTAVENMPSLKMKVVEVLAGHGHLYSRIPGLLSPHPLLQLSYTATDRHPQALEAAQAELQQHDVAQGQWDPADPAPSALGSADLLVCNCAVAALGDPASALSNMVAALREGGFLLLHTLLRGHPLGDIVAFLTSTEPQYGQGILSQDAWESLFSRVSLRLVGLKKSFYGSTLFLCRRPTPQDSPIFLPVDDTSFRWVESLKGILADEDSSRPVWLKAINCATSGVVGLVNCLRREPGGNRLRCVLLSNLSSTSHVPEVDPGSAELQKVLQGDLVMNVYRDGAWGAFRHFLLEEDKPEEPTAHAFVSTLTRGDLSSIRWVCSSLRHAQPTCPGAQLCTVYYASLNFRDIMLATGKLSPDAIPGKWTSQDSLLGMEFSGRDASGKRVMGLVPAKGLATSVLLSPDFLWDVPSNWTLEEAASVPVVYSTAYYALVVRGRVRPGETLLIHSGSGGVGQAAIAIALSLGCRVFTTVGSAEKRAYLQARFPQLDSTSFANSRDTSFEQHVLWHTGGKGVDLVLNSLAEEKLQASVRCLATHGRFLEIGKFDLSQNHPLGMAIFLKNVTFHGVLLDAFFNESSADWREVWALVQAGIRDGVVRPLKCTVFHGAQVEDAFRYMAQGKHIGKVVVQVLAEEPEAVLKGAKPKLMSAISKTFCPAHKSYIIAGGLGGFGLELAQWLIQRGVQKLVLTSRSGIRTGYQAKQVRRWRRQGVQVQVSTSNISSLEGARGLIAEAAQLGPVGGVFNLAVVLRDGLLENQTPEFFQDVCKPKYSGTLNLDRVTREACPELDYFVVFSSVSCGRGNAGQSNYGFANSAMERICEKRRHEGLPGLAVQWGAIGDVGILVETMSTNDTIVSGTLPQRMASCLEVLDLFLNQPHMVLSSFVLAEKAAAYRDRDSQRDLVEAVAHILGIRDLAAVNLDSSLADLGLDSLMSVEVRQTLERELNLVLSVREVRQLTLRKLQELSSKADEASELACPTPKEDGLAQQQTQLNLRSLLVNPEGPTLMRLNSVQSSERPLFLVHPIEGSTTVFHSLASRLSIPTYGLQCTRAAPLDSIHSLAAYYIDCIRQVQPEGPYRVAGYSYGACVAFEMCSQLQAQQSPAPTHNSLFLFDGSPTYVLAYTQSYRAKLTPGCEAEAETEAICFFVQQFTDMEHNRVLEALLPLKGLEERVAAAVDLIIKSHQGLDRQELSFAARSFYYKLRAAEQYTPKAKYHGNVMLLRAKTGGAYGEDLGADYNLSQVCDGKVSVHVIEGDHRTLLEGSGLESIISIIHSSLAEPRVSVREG
# * hit, by the source's call; i = inactive; . = no result given; + = active, no number.
SMILES,Neddylation inh,bovine MsrA act,CendR NRP1 mod,MLLE-PAM2 inh,E coli Lon inh,SKN-1 block,Rin1 Abl inh,MT1-MMP act inh,FAS-TE inh
CCn1c(SCC(=O)Nc2ccc(Cl)cc2)nc2nc3c(cc2c1=O)CCCC3,i,-2.4,-6.0,-47.6,-6.9,-1.5,-10.8,-8.1,23.1
Cc1cccn2c(=O)nc(SCC(=O)N3CCC(C)CC3)nc12,i,-6.2,0.0,-12.9,-8.2,-0.8,2.0,4.5,-0.5
CN1CCN(C(=O)C2=C[C@H](C(C)(C)C)C[C@H](OCCCCO)O2)CC1,i,-3.9,9.8,-0.1,-4.1,13.9,2.0,5.3,-13.4
CCCCNC(=O)c1ccc(S(=O)(=O)c2ccc(Cl)cc2)c(NC(C)=O)c1,i,0.0,0.8,-0.7,-2.0,7.7,4.8,-3.2,-2.1
CCc1ccc(-c2cnc3nc[nH]c(=O)c3n2)cc1,+,-2.3,-4.8,-0.4,2.5,-3.7,-2.4,0.2,-5.7
CCc1ccc(NC(=O)C2CCCN(S(=O)(=O)c3ccc4c(c3)CC(C)N4C(C)=O)C2)cc1 (stereo not drawn),i,0.3,0.2,4.1,-5.5,14.6,3.5,-10.5,19.8
CCCCn1nnnc1C1(C)CCC(=O)N1Cc1cccnc1 (stereo not drawn),i,-4.3,-8.1,.,-3.1,-2.2,.,2.9,-9.0
O=C(Cc1ccccc1)Nc1ccc(N2CCCCC2)cc1,i,-10.2,4.3,-8.2,-2.8,-3.0,-4.8,4.5,-6.4
O=C1NC[C@@H](CCCCN2C[C@H](Cc3ccccc3)N(CCc3ccc(O)cc3)C(=O)C2=O)N(CCc2ccccc2)C1=O,i,-2.6,-1.4,.,-2.8,6.6,.,-1.0,-4.3
COc1ccc2cc(-c3[nH]ncc3CN3CCCC3c3nonc3C)ccc2c1 (stereo not drawn),i,-5.9,-2.6,-11.7,-13.3,-8.5,-3.6,-3.9,0.4
Cc1cccn2cc(CNC(=O)C3CCCCC3)nc12,i,5.3,16.0,-6.2,-2.8,8.2,-1.4,2.4,-3.5
CSc1nnc(C(C)(C)C)c(=O)n1/N=C/c1ccccc1,i,-0.8,2.7,-5.6,0.5,12.7,1.2,6.6,9.1
CC(=O)NC1(c2ccc(F)cc2)CCN(C(=O)c2c(F)cccc2F)CC1,i,-3.4,1.4,-14.2,-0.5,5.2,-5.0,-0.9,-4.7
COc1ccc(OC)c(NS(=O)(=O)c2ccc(NC(=O)C3COc4ccccc4O3)cc2)c1 (stereo not drawn),i,-5.2,7.9,-10.6,1.3,9.3,3.8,-1.2,26.6
CC[N+](CC)(CC#Cc1ccccc1)CC#Cc1ccccc1,i,1.6,3.6,-0.9,1.7,-10.5,-1.4,-2.9,-3.6
Cc1cccc(NS(=O)(=O)c2ccc3c(c2)OCCO3)c1,i,-8.4,-12.8,8.4,-11.5,4.0,0.9,3.6,2.4
Cc1cc(NC(=O)c2cccc(S(=O)(=O)N3CCOCC3)c2)c2ccccc2n1,i,1.9,5.5,12.9,-2.6,7.0,0.2,2.8,-2.0
C=CCNC(=O)c1ccc(NC(=O)CC2SC(N3CCCC3)=NC2=O)cc1 (stereo not drawn),i,-2.5,3.7,-1.5,0.3,21.0,-0.9,1.2,-7.8
CC(NC(=S)NC1CCC(C(C)(C)C)CC1)c1ccccc1 (stereo not drawn),i,-2.2,0.0,-62.1,-3.8,-9.4,-1.3,-4.8,22.1
CCN(CC)S(=O)(=O)c1ccc(NC(=O)CCNC(=O)c2ccccc2)cc1,i,-0.5,-9.9,6.3,2.3,8.9,1.5,-0.9,-4.6
O=C(COC(=O)CNC(=O)c1ccco1)Nc1ccc(F)cc1,i,-5.8,4.0,-0.6,-4.3,-7.1,1.6,-4.6,-4.4
CCCOc1ccc(Oc2nc(-c3ccncc3)nc3ccccc23)cc1,i,-4.3,10.1,5.2,-4.4,2.4,0.4,-3.5,32.3
CSc1ccc(OC2(C)CCN(Cc3cc4ccccc4o3)C2)cc1 (stereo not drawn),i,0.5,-14.8,7.0,10.8,-5.6,0.2,1.8,23.3
CCCC(=O)N1CCCC1(C)C(=O)Nc1cccc(OC(C)C)c1 (stereo not drawn),i,-3.3,-0.2,0.6,-8.3,-3.1,-0.9,-5.5,-7.0
Cc1cc(N2C(=O)C3C4CCC(C4)C3C2=O)no1 (stereo not drawn),i,-13.6,-2.6,-11.5,-2.7,-5.6,2.8,0.4,-9.0

# Brought forward from above: four compounds; new compounds follow.
SMILES,Neddylation inh,bovine MsrA act,CendR NRP1 mod,MLLE-PAM2 inh,E coli Lon inh,SKN-1 block,Rin1 Abl inh,MT1-MMP act inh,FAS-TE inh
CCCOc1ccc(Oc2nc(-c3ccncc3)nc3ccccc23)cc1,i,-4.3,10.1,5.2,-4.4,2.4,0.4,-3.5,32.3
CSc1ccc(OC2(C)CCN(Cc3cc4ccccc4o3)C2)cc1 (stereo not drawn),i,0.5,-14.8,7.0,10.8,-5.6,0.2,1.8,23.3
CCCC(=O)N1CCCC1(C)C(=O)Nc1cccc(OC(C)C)c1 (stereo not drawn),i,-3.3,-0.2,0.6,-8.3,-3.1,-0.9,-5.5,-7.0
Cc1cc(N2C(=O)C3C4CCC(C4)C3C2=O)no1 (stereo not drawn),i,-13.6,-2.6,-11.5,-2.7,-5.6,2.8,0.4,-9.0
CN1CCN(C2=CC3=CC(=C(C#N)C#N)CCC3CC2)CC1 (stereo not drawn),i,-3.6,131.9,i,i,-97.8,-218.6,-114.4,-127.9
CC(C)(C)N(C=C(Cl)Cl)C(=O)NC1CCCCC1,i,-0.4,13.5,-2.2,12.8,-2.0,-0.1,3.0,-5.4
CN(c1ccccc1C(=O)Nc1cccnc1)S(C)(=O)=O,i,-7.8,-4.6,-5.3,2.1,-0.1,0.1,-3.1,-5.6
O=C(Nc1ccccc1)c1ccc(S(=O)(=O)NCc2ccco2)cc1,i,-5.8,-0.5,4.5,4.8,8.4,-0.5,4.6,0.8
Cc1ccc(C(=O)N/N=C/C=C/c2ccccc2)cc1,i,-5.0,4.8,-1.7,-0.4,1.5,-0.2,8.6,-0.4
COC(=O)c1cn(Cc2ccccn2)c(=O)c2ccccc12,i,-2.1,4.2,1.7,-1.2,0.4,0.5,2.2,-7.0
CCC(C)(C)NC(=O)c1cc(C(=O)OC)cc([N+](=O)[O-])c1,i,-7.4,-5.2,3.8,-1.7,8.1,-3.5,3.7,1.1
COc1cc2[nH]c(=S)n(Cc3ccc(C)o3)c(=O)c2cc1OC,i,-1.2,-21.7,-36.3,-7.3,6.4,1.6,5.7,-1.7
CCc1ccc(-c2nc(CS(=O)CC(=O)NCCCN3CCOCC3)c(C)o2)cc1 (stereo not drawn),i,-2.9,-3.9,15.4,-3.0,10.6,0.4,-1.0,-8.3
Cc1cc(C)n2nc(SC(C)C(=O)Nc3ccccc3F)nc2n1 (stereo not drawn),i,-5.0,11.5,-2.8,4.3,11.6,5.1,2.1,-3.7
CCc1ccc(OCC(=O)NC(NC(=S)Nc2ccccc2OC)C(Cl)(Cl)Cl)cc1 (stereo not drawn),i,-0.4,-1.2,23.1,-7.1,-3.9,1.2,-9.1,1.5
CC1CCCCN1Cc1c(O)ccc2c(=O)c(-c3ccc(Cl)cc3)coc12 (stereo not drawn),.,-0.1,0.0,-6.9,2.5,11.2,-1.1,-1.0,-2.8
O=C(Nc1ccc(C(=O)O)cc1)/C(=C\c1ccc2c(c1)OCO2)NC(=O)c1ccc(Br)cc1,i,-10.3,-8.8,5.5,-2.3,-2.2,-0.3,0.1,2.6
Cc1ccc(C)c(N2CCN(C(=O)c3cc4sccc4n3C)CC2)c1,i,-2.2,11.8,5.0,-0.4,12.8,1.5,-5.5,30.9
CC(C)C(OC(=O)c1nsc(Cl)c1Cl)C(=O)NCc1ccccc1 (stereo not drawn),i,-1.5,8.7,-0.2,-3.9,6.6,0.7,-0.4,3.2
CCN(CC)S(=O)(=O)c1ccc2oc(C(=O)NC3CC3)c(C)c2c1,i,4.0,0.7,2.6,7.3,14.7,1.0,3.3,-4.9
COc1ccc(/C=C/C(=O)Nc2cccnc2)cc1OC,i,-10.7,9.7,8.8,-2.4,3.6,-2.0,1.9,-7.8
CC(C)CC(=O)NCCCN1CCN(CCCNC(=O)CC(C)C)CC1,i,0.0,-0.7,9.6,-3.8,-19.4,3.1,0.4,-7.5
CCN1CCN(C(=O)c2cc(COc3ccc(C(C)=O)cc3OC)on2)CC1,i,-1.4,6.7,12.3,1.9,-0.6,1.1,2.1,-6.3
CCNC(=O)COC(=O)CNC(=O)c1cc(Cl)cc([N+](=O)[O-])c1,i,-2.6,-5.1,-2.2,-2.0,9.4,-0.8,-1.3,-6.6
Cc1cc([N+](=O)[O-])ccc1-c1ccc(/C=N/NC(=O)c2ccc(Br)o2)o1,i,-0.6,-18.5,0.0,-24.9,19.1,2.8,0.2,-15.9
O=C(COC(=O)c1cc2ccccc2cc1O)NC1CCCCC1,i,-3.1,6.8,16.2,25.6*,11.9,0.4,2.2,0.3
O=c1cc(-c2ccccc2)nc(SCc2ccccc2)[nH]1,i,-0.9,3.3,15.3,-8.7,-1.3,1.4,-0.6,-5.4
O=C(NCCCN1CCOCC1)c1cc(Cl)ccc1OCc1ccccc1,i,-2.4,11.8,9.9,1.1,0.6,1.8,-6.1,-0.5
Cc1ccccc1CSc1nnc(-c2ccccn2)n1N,i,-11.2,-2.5,-5.7,-0.5,-18.0,-1.6,-4.9,-5.3
O=[N+]([O-])c1ccc(S(=O)(=O)NN=Cc2ccc3c(c2)OCO3)cc1,i,-5.9,9.0,-26.7,-16.5,5.9,1.7,-3.7,64.4*
Cc1cccc(NC(=S)N(Cc2ccc(Cl)cc2)Cc2ccc(C(=O)O)cc2)c1,i,-3.0,17.5,-44.5,-13.0,5.5,2.1,-2.9,-0.4

# Four of these compounds in a different format.
smiles | Neddylation inh | bovine MsrA act | CendR NRP1 mod | MLLE-PAM2 inh | E coli Lon inh | SKN-1 block | Rin1 Abl inh | MT1-MMP act inh | FAS-TE inh
CCC(C)(C)NC(=O)c1cc(C(=O)OC)cc([N+](=O)[O-])c1 | i | -7.4 | -5.2 | 3.8 | -1.7 | 8.1 | -3.5 | 3.7 | 1.1
O=C(Nc1ccc(C(=O)O)cc1)/C(=C\c1ccc2c(c1)OCO2)NC(=O)c1ccc(Br)cc1 | i | -10.3 | -8.8 | 5.5 | -2.3 | -2.2 | -0.3 | 0.1 | 2.6
CC(C)CC(=O)NCCCN1CCN(CCCNC(=O)CC(C)C)CC1 | i | 0.0 | -0.7 | 9.6 | -3.8 | -19.4 | 3.1 | 0.4 | -7.5
O=C(Nc1ccccc1)c1ccc(S(=O)(=O)NCc2ccco2)cc1 | i | -5.8 | -0.5 | 4.5 | 4.8 | 8.4 | -0.5 | 4.6 | 0.8

# Assay outcomes from PubChem BioAssay.
